From PubChem
Mdm2 ligase inh: Mdm2 E3 ligase (human) inhibition; cell-based MDM2 ubiquitination luciferase reporter, 2 h; 0 = plate control, 100 = twice control, blank-subtracted; 210,000 compounds, 0.11% hits; signal enhancement, % at 5 µM;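 active = signal enhancement of 30% or more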;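 also: luminescence tracks abundance of the self-degrading MDM2-luciferase fusion protein; higher signal means inhibition of MDM2 E3 ligase activity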
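Timing – 2 h compound exposure at 37 °C · Assay system – mammalian cells stably expressing self-ubiquitinating, self-degrading MDM2 E3–luciferase fusion · Amount – 2000 cells seeded into each well · Measure – % luminescence enhancement versus blank-corrected plate control mean · Measured by – SteadyLite luminescence, 15 min reagent step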
NPY2 pot ag: human NPY-Y2 potentiation or agonism, primary screen; activation, % at 3.6 µM; P49146; cells expressing NPY-Y2, potentiator/agonist read-out; 220,000 compounds, 0.45% hits; in the data active = activation above about 27%;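 also: cells stimulated with NPY near EC25 plus isoproterenol at EC100; 0% = vehicle plus submaximal agonist and 100% = vehicle plus saturating agonist; some results beyond the cut were filed as inactive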
Runt-CBFb FRET: blocks binding of human RUNX1 Runt domain to CBFb. Q01196+Q13951. Cerulean-Runt/Venus-CBFb FRET ratio 530/480, 1 h. inhibition, % at 20 µM. 220,000 compounds, 0.46% hits. AID 1496;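 active = inhibition over about 50% at 20 µM in the single-dose screen, limit read from the data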;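 also: 0% = DMSO wells and 100% = excess unlabeled CBFb competitor control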
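Doses: 20 µM compound in 1% DMSO | Material: Cerulean-labeled Runt domain protein | Amount: Each fluorescent fusion protein 100 nM | Schedule: Two 1 h room-temperature incubations shielded from light | Measured by: FRET fluorescence | Evaluation: Loss of energy transfer signal | Controls: Unlabeled CBFb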
RBBP9 inh: inhibitors of human serine hydrolase RBBP9; recombinant RBBP9, FP-Rh probe fluorescence polarization; inhibition, % at 7.94 µM; 220,000 compounds, 0.2% hits;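 active = inhibition above the campaign mean of all tested compounds plus 3 SD, cut at about 14% in these data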;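 also: plate controls were DMSO wells with RBBP9 for no effect and wells lacking RBBP9 protein for full effect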
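Test system – recombinant human RBBP9 · Input – RBBP9 2.5 µM in dispensing solution, pre-mixing · Medium – Tris buffer pH 8.0, NaCl, Pluronic · Schedule – preincubation 30 min plus labeling 45 min at 25 °C · Measured by – fluorescence polarization · Measure – % inhibition · Controls – DMSO and no-protein wells · Replicates – one well per compound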
Hck-Nef inh: human Hck-Nef kinase inhibition | P08631 | Recombinant Hck-YEEI plus Nef, Z-Lyte FRET kinase assay | inhibition, % at 20 µM | 220,000 compounds, 0.68% hits | AID 463187;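 active = Hck-Nef kinase inhibition above about 50%, limit read from the data; inactive = inhibition below that limit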;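 also: 0% = DMSO with Hck plus Nef and 100% = Hck alone without Nef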
Target sequence (P08631 whole entry, looked up): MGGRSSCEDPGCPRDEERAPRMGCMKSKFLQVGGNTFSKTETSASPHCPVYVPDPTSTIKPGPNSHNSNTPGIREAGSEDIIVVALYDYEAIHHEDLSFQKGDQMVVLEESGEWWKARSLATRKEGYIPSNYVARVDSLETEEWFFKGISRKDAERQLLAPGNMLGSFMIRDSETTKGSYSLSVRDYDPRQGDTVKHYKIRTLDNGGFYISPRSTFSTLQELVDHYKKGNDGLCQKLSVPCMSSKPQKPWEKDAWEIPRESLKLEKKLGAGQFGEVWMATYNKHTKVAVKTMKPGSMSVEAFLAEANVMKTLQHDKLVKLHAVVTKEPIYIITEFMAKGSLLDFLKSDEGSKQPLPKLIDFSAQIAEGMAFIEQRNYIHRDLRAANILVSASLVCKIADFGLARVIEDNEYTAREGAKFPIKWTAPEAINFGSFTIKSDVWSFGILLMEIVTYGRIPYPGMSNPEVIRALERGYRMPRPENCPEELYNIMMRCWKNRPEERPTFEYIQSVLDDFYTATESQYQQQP
NPY Y1 blocker: NPY-Y1 (human) receptor antagonism. P25929. inhibition, % at 3.6 µM. HEK293-CNG Y1 cells, membrane potential fluorescence; NPY at EC95, then isoproterenol. 200,000 compounds, 1% hits;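 active = inhibition above the campaign mean inhibition of all tested compounds plus 3 SD, cut at about 20% in these data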;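 also: 0% = DMSO wells given NPY plus isoproterenol and 100% = isoproterenol alone without NPY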
Target sequence (P25929 whole entry, looked up): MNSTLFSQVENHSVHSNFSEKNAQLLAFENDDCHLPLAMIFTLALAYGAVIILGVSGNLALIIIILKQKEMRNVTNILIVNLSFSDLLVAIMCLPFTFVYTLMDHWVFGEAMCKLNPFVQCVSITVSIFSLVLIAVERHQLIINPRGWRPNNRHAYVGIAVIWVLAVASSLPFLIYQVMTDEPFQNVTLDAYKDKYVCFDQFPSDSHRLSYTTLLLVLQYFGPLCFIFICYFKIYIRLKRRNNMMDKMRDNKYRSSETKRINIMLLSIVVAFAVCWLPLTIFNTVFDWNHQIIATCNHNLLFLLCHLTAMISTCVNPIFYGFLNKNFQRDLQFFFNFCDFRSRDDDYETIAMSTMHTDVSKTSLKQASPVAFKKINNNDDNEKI
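Material: HEK293 Y1/CNG channel cell line; also added: NPY (25 nM), isoproterenol (1 µM), Ro 20-1724 (25 µM); doses: one concentration, 3.6 µM, in 0.4% DMSO; schedule: compound incubation 1 h at room temperature, readout 45 min post-stimulation; technique: membrane potential fluorescence; measure: fluorescence ratio normalized to % inhibition between controls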
NPY-Y1 PAM-ag: potentiators or agonists of human neuropeptide Y receptor Y1; NPY-Y1 expressing cells, potentiator/agonist activation; activation, % at 3.6 µM; 220,000 compounds, 0.37% hits; in the data active = activation above about 33%, passing the limit was not always enough;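 also: cells stimulated with NPY at EC10 then isoproterenol at EC100; 0% = low agonist plus stimulus and 100% = saturating agonist plus stimulus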
p97 ATPase inh: inhibitors of human p97 ATPase; 220,000 compounds, 0.42% hits; recombinant p97 ATPase, Kinase-Glo ATP luminescence, 3 h; inhibition, % at 8 µM; in the data active = inhibition above about 15%;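 also: 0% = DMSO vehicle and 100% = wells lacking enzyme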
Runt-SMMHC FRET: blocks binding of human RUNX1 Runt domain to CBFb-SMMHC | Q01196+Q13951 | Cerulean-Runt/Venus-CBFb-SMMHC FRET ratio 530/480, 1 h | inhibition, % at 20 µM | 220,000 compounds, 0.74% hits | AID 1434;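 active = mean inhibition across duplicate retests at 20 µM reaching about 50%, limit read from the data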;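 also: 0% = DMSO wells and 100% = wells with excess untagged CBFb-SMMHC; inhibitors lower the FRET ratio by blocking Runt binding to CBFb-SMMHC; some results filed as inactive read as strong as hits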
* = called active by the depositor; / = no result given.

SMILES	Mdm2 ligase inh	NPY2 pot ag	Runt-CBFb FRET	RBBP9 inh	Hck-Nef inh	NPY Y1 blocker	NPY-Y1 PAM-ag	p97 ATPase inh	Runt-SMMHC FRET
O=C(c1cc(-c2cccs2)on1)N1CCCCC1	-8.1	9.2	0.3	6.9	3.1	-1.3	7.1	1.6	0.4
O=C(/C(=C/O)N=Nc1cccc(C(F)(F)F)c1)c1ccccc1	-8.0	20.7	1.7	-10.1	2.0	-2.4	-1.5	2.2	1.5
Cc1cc(C)nc(NC(=O)c2cc(-c3ccc(C)s3)nc3ccccc23)c1	-7.1	-48.2	-2.0	-13.6	2.6	19.5	-87.9	-0.9	1.4
Cc1ccc(-c2[nH]c(-c3ccc(Cl)cc3)nc2SCC(=O)NCC2CCCO2)cc1 (centres undefined)	/	1.2	-1.7	-9.3	-10.4	-1.0	24.0	-3.2	2.5
CC1(C)C(c2ccccc2)=NC(c2ccccc2)N1O (centres undefined)	-8.4	9.9	1.4	-3.7	1.8	-2.3	9.2	3.3	-6.8
C/C(N)=C(/C#N)C(=O)CSc1nc2scc(-c3ccccc3)c2c(=O)n1C	-10.9	-14.8	1.1	-4.5	15.8	-3.7	-2.1	5.9	5.3
COc1cccc(C(=O)N2N=C(c3ccccc3)CC2(O)C(F)(F)F)c1 (centres undefined)	2.7	6.8	-3.5	-6.9	0.8	-2.6	0.3	-2.3	-4.4
COc1ccc(C(=O)Oc2cc3c4c(c2)C(C)=CC(C)(C)N4C(=O)C3=O)cc1OC	-15.2	-12.8	-0.4	-4.4	3.3	-1.8	7.9	4.2	-4.4
O=C(C1CCN(S(=O)(=O)N2CCC3(CC2)OCCO3)CC1)N1CCN(Cc2ccccc2)CC1	-12.8	0.2	-1.7	-4.6	1.6	5.5	13.5	-0.4	-1.1
COc1ccc2c(c1)c(C(O)CN1CCC3(CC1)OCCO3)c(C)n2C (centres undefined)	3.9	0.7	-4.1	-7.8	3.2	-2.5	-14.5	4.8	-3.9
CCCCOC(=O)c1cc(-c2ccc(/C=N/n3cnnc3)o2)ccc1Cl	/	-5.4	/	3.4	2.2	2.2	3.8	-2.1	/
O=c1c2ccccc2nc2n1CCS2	2.2	16.2	-1.4	-1.9	-7.9	-4.1	7.6	3.0	1.4
CC(/C=N/NC(=O)c1cc(-c2cccn2C)n[nH]1)=C\c1ccccc1	-18.6	-7.9	4.2	-10.9	-20.3	/	-12.1	-0.6	2.4
O=C(NNC(=S)Nc1ccc(F)cc1)[C@H]1C[C@@H]1c1ccccc1	-1.6	-10.6	1.4	-4.5	6.5	/	25.5	10.4	-5.1
S=C(Nc1cccnc1)NC1CCCC1	-14.4	2.9	0.6	1.5	0.4	0.3	4.0	3.9	1.9
Cc1cc(N2CCCCC2)nc(SCC(=O)c2ccccc2)n1	-14.8	-8.9	-0.9	-3.9	2.9	4.3	-7.2	-5.7	2.2
CC1=C(C(=O)OCCNC(=O)c2ccccc2O)C(c2ccccc2[N+](=O)[O-])C(C(=O)OCC2CCCO2)=C(C)N1 (centres undefined)	8.0	5.0	-2.5	-11.6	2.9	-7.2	4.7	-1.1	0.4
Cc1ccc(NC(=O)c2cc(N3C(=O)CCC3=O)ccc2N2CCCCC2)cc1	-3.9	0.6	/	-10.1	17.6	0.0	-0.2	10.9	/
CC(C)(C)C1CCc2c(sc(NC(=O)CSc3nnc(-c4ccccc4)o3)c2C#N)C1 (centres undefined)	-3.5	-8.3	2.0	-12.6	0.3	6.8	-1.4	-1.9	19.4
COCc1cc(N2CCCC2)nc(-c2ccccc2)n1	-9.9	2.2	1.8	-7.8	28.8	2.3	1.2	5.6	2.7
Cc1ccc(C)n1-c1ccccc1N	-11.0	-1.7	-4.2	-4.7	12.9	-3.1	0.5	2.7	-2.6
O=C(O)c1ccccc1C(=O)Nc1ccc(S(=O)(=O)NC2CCCCC2)cc1	-5.2	0.5	-0.3	-3.9	2.0	0.1	9.7	0.7	0.8
COc1ccc(C(C)NC(=O)c2ccccc2Cl)cc1OC (centres undefined)	-2.6	-8.0	-0.5	-6.7	3.9	-2.2	14.2	3.2	1.2
C=C(Cl)COc1cc(C)cc2oc(=O)cc(CC)c12	-24.4	-7.8	1.8	-0.2	-1.5	14.3	-7.5	5.5	1.0
Cc1ccc(S(=O)(=O)N2CCCC(C(=O)NCCC3=CCCCC3)C2)cc1 (centres undefined)	9.7	2.3	-2.4	-5.1	-0.3	0.4	-6.9	-1.4	-0.8
CC(C)c1ccccc1NC(=O)COc1ccc2c(=O)c(Oc3ccc4ccccc4c3)coc2c1	-2.7	-15.8	-0.6	-6.4	0.0	3.2	-37.3	1.8	1.2
Cc1cccn2c(=O)c3cc(C(=O)NCc4ccco4)c(=N)n(CCc4ccccc4)c3nc12	/	24.6	11.6	4.8	42.3	/	27.3	9.1	79.3*
O=[N+]([O-])/C=C1/CCCCCN1	-5.1	-1.0	1.8	6.8	-6.9	-2.2	5.3	2.8	1.1
CC(C)NC(=O)CCCn1cc([N+](=O)[O-])cn1	-5.1	-1.6	1.1	-5.5	22.0	2.5	5.5	-3.0	0.5
CC(C)N1C(=O)CCC1C(=O)N1CCN(c2ccccn2)CC1 (centres undefined)	/	3.8	2.8	-0.4	-3.2	-0.4	-9.4	5.0	2.5
Cc1ccc(S(=O)(=O)N2CCOCC2)cc1NC(=O)c1cc(-c2ccccn2)nc2ccccc12	-9.6	-5.7	-5.3	2.0	8.5	/	0.3	9.4	-0.1
CCOc1cc(CNc2ccc3c(c2)OCCO3)cc(Br)c1OCC(N)=O	-26.1	4.4	3.2	-4.7	-0.6	8.1	10.3	4.7	2.2
Cc1cc(C)nc(SCC(=O)NCc2ccco2)n1	-20.3	-11.2	2.2	-7.7	5.3	6.8	-14.6	1.2	-4.4
O=[N+]([O-])c1ccc(N/N=C/c2ccc(O)c(O)c2O)c(S(=O)(=O)N2CCOCC2)c1	-15.6	5.0	22.1	-0.7	117.3*	-7.2	16.6	7.0	-10.8
C#CCOc1ccc(Cl)cc1/C=N/O	-8.7	-19.2	-2.2	-3.6	2.1	4.0	7.3	-4.8	0.0
O=C(Nc1ccc2nn(-c3ccccc3)nc2c1)c1ccco1	-2.2	11.6	1.7	-10.6	11.3	7.0	0.4	-0.1	-1.5
O=C(CCSc1nnc(-c2ccco2)o1)Nc1ccc(F)cc1	-9.1	6.2	-0.7	1.1	19.4	8.8	-1.4	3.7	-3.6
CCCCN(C)CCCNC(=O)c1cn(CC)c2ccc(S(=O)(=O)N3CCc4ccccc4C3)cc2c1=O	-9.3	-22.2	-0.8	-7.3	25.6	20.1	-29.7	-1.4	-6.0
C[n+]1c2n(c3ccccc31)N=C(c1ccc(Br)cc1)CS2	-6.3	-11.2	7.0	-4.2	2.2	16.2	6.1	4.9	5.8
CCOC(=O)C1CCN(C(=O)Nc2cc(Cl)cc(Cl)c2)CC1	-7.5	-30.2	2.1	-6.2	-0.7	/	5.4	2.0	-4.9
O=C(CON=C1c2ccccc2-c2ccccc21)NC12CC3CC(CC(C3)C1)C2	8.1	-2.4	0.3	-7.5	1.8	-4.8	3.1	3.4	5.8
CN(C)S(=O)(=O)c1cccc(-c2nnc(SCC(=O)NCCCCCC(=O)O)n2-c2ccc(F)cc2)c1	0.0	0.6	2.0	-2.4	16.7	-4.8	-12.3	0.8	-3.4
Clc1ccc(-c2cc3ccccc3[nH]2)cc1	-4.4	-3.1	-0.9	-12.4	0.5	-7.4	7.0	4.8	-2.2
CC1CCN(C(=O)COC(=O)[C@H](C)NS(=O)(=O)/C=C/c2ccccc2)CC1	-11.1	-7.3	0.3	0.9	7.0	0.7	2.2	0.7	-0.4
Cc1nc(Cl)c(Cl)n1CCOc1ccccc1	-5.1	3.1	1.2	-4.1	23.5	/	9.7	8.0	-3.6

Molecules shown so far that have an aryl thioether with sulfur outside any ring (7):
SMILES	Mdm2 ligase inh	NPY2 pot ag	Runt-CBFb FRET	RBBP9 inh	Hck-Nef inh	NPY Y1 blocker	NPY-Y1 PAM-ag	p97 ATPase inh	Runt-SMMHC FRET
Cc1ccc(-c2[nH]c(-c3ccc(Cl)cc3)nc2SCC(=O)NCC2CCCO2)cc1 (centres undefined)	/	1.2	-1.7	-9.3	-10.4	-1.0	24.0	-3.2	2.5
C/C(N)=C(/C#N)C(=O)CSc1nc2scc(-c3ccccc3)c2c(=O)n1C	-10.9	-14.8	1.1	-4.5	15.8	-3.7	-2.1	5.9	5.3
Cc1cc(N2CCCCC2)nc(SCC(=O)c2ccccc2)n1	-14.8	-8.9	-0.9	-3.9	2.9	4.3	-7.2	-5.7	2.2
CC(C)(C)C1CCc2c(sc(NC(=O)CSc3nnc(-c4ccccc4)o3)c2C#N)C1 (centres undefined)	-3.5	-8.3	2.0	-12.6	0.3	6.8	-1.4	-1.9	19.4
Cc1cc(C)nc(SCC(=O)NCc2ccco2)n1	-20.3	-11.2	2.2	-7.7	5.3	6.8	-14.6	1.2	-4.4
O=C(CCSc1nnc(-c2ccco2)o1)Nc1ccc(F)cc1	-9.1	6.2	-0.7	1.1	19.4	8.8	-1.4	3.7	-3.6
CN(C)S(=O)(=O)c1cccc(-c2nnc(SCC(=O)NCCCCCC(=O)O)n2-c2ccc(F)cc2)c1	0.0	0.6	2.0	-2.4	16.7	-4.8	-12.3	0.8	-3.4
